CHT block: inhibitors of human choline transporter CHT | Q9GZV3 | B-score at 10 µM | CHT-expressing cells, membrane potential dye, choline response; hits give low values | AID 488975 | 0.86% of 310,000 active;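 active = B-score over 3 SD under the library average, and starting fluorescence ratio not unusually high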;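 also: choline stimulus applied at its EC90 after an EC20 pre-addition; B-score computed on integrated fluorescence ratio after choline addition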
Target sequence (Q9GZV3 whole entry, looked up): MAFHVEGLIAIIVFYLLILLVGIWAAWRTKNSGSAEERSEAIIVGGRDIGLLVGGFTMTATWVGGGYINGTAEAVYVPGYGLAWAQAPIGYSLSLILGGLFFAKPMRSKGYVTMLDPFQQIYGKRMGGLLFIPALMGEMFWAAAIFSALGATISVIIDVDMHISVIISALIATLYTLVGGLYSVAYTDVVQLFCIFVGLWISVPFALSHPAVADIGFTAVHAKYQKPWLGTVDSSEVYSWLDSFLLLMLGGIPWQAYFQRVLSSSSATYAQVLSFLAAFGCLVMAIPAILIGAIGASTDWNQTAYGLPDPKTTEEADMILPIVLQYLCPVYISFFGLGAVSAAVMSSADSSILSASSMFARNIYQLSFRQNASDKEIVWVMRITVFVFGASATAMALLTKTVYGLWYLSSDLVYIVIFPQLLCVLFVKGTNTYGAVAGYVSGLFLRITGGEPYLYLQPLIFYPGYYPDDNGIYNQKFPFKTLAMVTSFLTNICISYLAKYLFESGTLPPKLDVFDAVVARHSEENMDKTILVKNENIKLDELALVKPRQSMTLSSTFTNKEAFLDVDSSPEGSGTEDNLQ
CHT allo act: human CHT allosteric activation; 0.49% of 310,000 active; CHT-expressing cells, membrane potential dye, choline EC20; hits give high values; LV-AA mutant CHT in HEK293 cells; B-score at 10 µM; Q9GZV3;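 active = initial fluorescence not abnormally high and integrated response B-score, plate-corrected, over 3 SD above library mean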
* marks the source's active call; other numbers are inactive results; i = inactive. Compounds were not picked by outcome (roughly 1.5% active in at least one column).

SMILES | CHT block | CHT allo act
O=C(c1ccccc1)c1ccc2nc(-c3ccc(NC(=O)c4ccccc4F)cc3)[nH]c2c1 | i | i
Cc1cc(N)c(NC2=CC(=O)CC(C)(C)C2)cc1C | i | i
CCc1c(C)n([O-])c2c([n+]1=O)CCCCC2 | i | i
CC(NC(=O)c1ccc2c(c1)C(=O)N(Cc1cccnc1)C2=O)c1ccccc1 (centres undefined) | i | i
CSCC(=O)NC1CCCc2c1cnn2-c1ccc(C)c(C)c1 (centres undefined) | i | i
CCOC(=O)c1c[nH][nH]c1=O | i | i
COc1ccccc1C(=O)C1CCCN(C(=O)CCC(=O)c2ccccc2)C1 (centres undefined) | i | i
O=C(NNC(=S)NC1CCCCC1)c1cccs1 | i | i
CCCS(=O)(=O)N1CCCC(C(=O)NCCCN2CCN(c3ccccc3F)CC2)C1 (centres undefined) | i | i
O=C(Nc1nnc(CCOCCOCCc2nnc(NC(=O)c3ccco3)s2)s1)c1ccco1 | i | i
CC(=O)CCC1CC(c2ccc(Cl)cc2)=NO1 (centres undefined) | i | i
Cc1cc(=O)n2nc(N3CCCC3C(=O)Nc3cccc(F)c3)sc2n1 (centres undefined) | i | i
CCOc1ccccc1CN1CCCC(C(=O)Nc2cccc(-n3cccn3)c2)C1 (centres undefined) | i | i
Cc1ccc(CC2CC(=O)N(Cc3ccco3)C2=O)cc1 (centres undefined) | i | i
CCOC(=O)C1=C(N)N2C(=O)C(C)SC2=C(C(=O)OC)C1c1cccc(OC)c1 (centres undefined) | i | i
CCOC(=O)N1CCN(CCC(=O)Nc2cc([N+](=O)[O-])ccc2OC)CC1 | i | i
C/C=C(\C)CN1CCN(c2cccc(C)c2C)CC1 | i | i
COCCNc1nc2c(c(=O)n(Cc3ccccc3F)c(=O)n2C)n1C | i | i
CCOC(=O)C(CCCOc1ccccc1C)C(=O)OCC | i | i
COc1ccccc1NC(=O)[C@H](COCc1ccccc1)NC(=O)OC(C)(C)C | i | i
CC(=O)Nc1c2c(nn1-c1ccc(F)cc1)CSC2 | i | i
CC(=O)N1c2ccc(Cl)cc2C2C=CCC2C1c1cccc2ccccc12 (centres undefined) | i | i
CCOc1ccc(C(=O)Nc2ccc(S(=O)(=O)N3CCN(C)CC3)cc2)cc1 | i | i
CC(C)Cc1csc(NC(=O)c2ccc(Cl)cc2)c1C(=O)O | i | i
CN(C)CCCOC(=O)c1ccc(Cl)cc1 | i | i
COc1ccc(C(=O)/C=C2/C(=O)Nc3ccccc32)cc1 | i | i
Cc1cc2ccccc2n1CCNC(=O)COc1ccc2ccccc2c1 | i | i
COc1ccc(-n2c(C)cc(-c3csc(N)n3)c2C)cc1 | i | i
CCc1nc2ccccc2c(=O)n1NC(=O)c1c(O)c2ccccc2n(CC)c1=O | i | i
Cc1sc2ncnc(SCC(=O)NCC(C)C)c2c1C | i | i
O=C(CSCc1ccc(Cl)cc1)Nc1cc([N+](=O)[O-])ccc1O | -8.1* | i
COc1ccc(NCc2nnc(SCC(=O)NCc3ccco3)n2-c2ccccc2OC)cc1 | i | i
Cc1ccc2[nH]c3c(=O)n(CC(=O)NCCCN4CCN(c5ccc(F)cc5)CC4)ncc3c2c1 | i | i
CCc1ccc(S(=O)(=O)NCCc2cn3ccc(C)cc3n2)s1 | i | i
CC[C@@]12C(=O)N(c3ccccc3)C(=O)N1[C@H](c1cccc(C)c1)[C@@H]1C(=O)N(Cc3ccccc3)C(=O)[C@@H]12 | i | i
COc1ccc(C2=CC3=C(Br)C(=O)C(C)(OC(=O)c4ccco4)C(=O)C3=CO2)cc1 (centres undefined) | i | i
Cc1cccc(N2CCN(C(=O)CCCOc3ccccc3)CC2)c1C | i | i
COc1ccc(OC)c(/C=N/NC(=O)c2ccncc2)c1 | i | i
COCCNC(=S)N/N=C1\CC(C)CC(C)(C)C1 (centres undefined) | i | i
OCCCNc1ncnc2c1cnn2-c1ccc(Cl)cc1 | i | i
O=C(Cc1cccs1)NC(c1ccccc1)c1ccccc1 | i | i
CCc1cccc(NC(=O)Cn2c(=O)n(CCC(=O)NCC3CCCO3)c(=O)c3cc(OC)c(OC)cc32)c1 (centres undefined) | i | i
CCc1ccc(OCC(=O)Nc2ncn[nH]2)cc1 | i | i
CC1CCN(C(=O)c2ccc(NC(=O)c3ccccc3)cc2)CC1 | i | i
Nc1ccc(C(=O)OCC(=O)NC(=O)c2ccccc2)cc1[N+](=O)[O-] | i | i
Cc1cc2c(=O)n(C)c(SCC(=O)Nc3ccccc3C)nc2s1 | i | i
Cc1nc(S(=O)(=O)Cc2ccc(Cl)cc2)nc2c1CCC2 | i | i
CCOc1ccc(CNc2ccc(N3CCOCC3)c(C(=O)O)c2)cc1 | i | i
CCN(CC(=O)Nc1ccc(NC(C)=O)cc1)C(=O)C1CC(=O)N(Cc2ccc(C)cc2)C1 (centres undefined) | i | i
O=C(CCc1ccc(S(=O)(=O)N2CCOCC2)cc1)NN=C1CCCCCCC1 | i | i
CN(C)c1ccc(/C=N/NC(=O)c2nnn(-c3nonc3N)c2COc2ccc(F)cc2)cc1 | i | i
CCN(Cc1cc(=O)oc2cc(C)ccc12)c1ccccc1 | i | i
O=C(NC1CCCCC1)C1CCCN(S(=O)(=O)c2cccs2)C1 (centres undefined) | i | i
N/C(=N\OC(=O)CCC1CCCC1)c1ccccc1 | i | i
O=C(CSc1n[nH]c(=O)[nH]c1=O)N/N=C/c1ccccc1 | i | i
O=S1(=O)C=C(N2CCCCC2)c2ccccc21 | i | i
O=C(Cc1ccccc1[N+](=O)[O-])NCc1ccc(Cl)cc1Cl | i | i
CN1CC(c2ccc(C#N)cc2)C2(COc3ccccc3C2=O)C12C(=O)Nc1ccccc12 (centres undefined) | i | i
Cc1n[nH]c(C)c1NC(=O)c1cc([N+](=O)[O-])ccc1Cl | i | i
CCOc1ccc2[nH]c(C(=O)N/N=C/c3cc(OC)c(OC)c(OC)c3)cc2c1 | i | i

Arranged by molecular weight (high to low): 17 of the compounds above
SMILES | CHT block | CHT allo act
CCc1cccc(NC(=O)Cn2c(=O)n(CCC(=O)NCC3CCCO3)c(=O)c3cc(OC)c(OC)cc32)c1 (centres undefined) | i | i
CN(C)c1ccc(/C=N/NC(=O)c2nnn(-c3nonc3N)c2COc2ccc(F)cc2)cc1 | i | i
CCN(CC(=O)Nc1ccc(NC(C)=O)cc1)C(=O)C1CC(=O)N(Cc2ccc(C)cc2)C1 (centres undefined) | i | i
CN1CC(c2ccc(C#N)cc2)C2(COc3ccccc3C2=O)C12C(=O)Nc1ccccc12 (centres undefined) | i | i
O=C(CCc1ccc(S(=O)(=O)N2CCOCC2)cc1)NN=C1CCCCCCC1 | i | i
CCOc1ccc2[nH]c(C(=O)N/N=C/c3cc(OC)c(OC)c(OC)c3)cc2c1 | i | i
O=C(NC1CCCCC1)C1CCCN(S(=O)(=O)c2cccs2)C1 (centres undefined) | i | i
Nc1ccc(C(=O)OCC(=O)NC(=O)c2ccccc2)cc1[N+](=O)[O-] | i | i
O=C(Cc1ccccc1[N+](=O)[O-])NCc1ccc(Cl)cc1Cl | i | i
CC1CCN(C(=O)c2ccc(NC(=O)c3ccccc3)cc2)CC1 | i | i
O=C(Cc1cccs1)NC(c1ccccc1)c1ccccc1 | i | i
O=C(CSc1n[nH]c(=O)[nH]c1=O)N/N=C/c1ccccc1 | i | i
Cc1n[nH]c(C)c1NC(=O)c1cc([N+](=O)[O-])ccc1Cl | i | i
CCN(Cc1cc(=O)oc2cc(C)ccc12)c1ccccc1 | i | i
N/C(=N\OC(=O)CCC1CCCC1)c1ccccc1 | i | i
O=S1(=O)C=C(N2CCCCC2)c2ccccc21 | i | i
CCc1ccc(OCC(=O)Nc2ncn[nH]2)cc1 | i | i

The list continues:
SMILES | CHT block | CHT allo act
CC(C)(C)NC(=O)NC(=O)CN1CCN(S(=O)(=O)/C=C/c2ccccc2)CC1 | i | i
Cn1c(=O)c(=O)n(C)c2cc(S(=O)(=O)Nc3ccc(OC(F)(F)F)cc3)ccc21 | i | i
CC(NC(=O)CN1CCN(c2ccc(Cl)cc2)CC1)c1ccccc1 (centres undefined) | i | i
Cc1ccc(Cl)cc1N1CCN(CC(=O)Nc2ccc(CN3CCCCC3)cc2)CC1 | i | i
CN1CCN(C2=NC(=O)/C(=C/c3cn[nH]c3-c3ccccc3)S2)CC1 | i | i
CCn1c(SCC(=O)OC(C)C)nnc1-c1cccc(Cl)c1 | i | i
Cc1ccc(NC(=O)Nc2cccs2)nc1 | i | i
CCCCCCNC(=O)CCCCCNS(=O)(=O)c1ccc(OC)cc1 | i | i
CC(C)c1ccc(C(=O)N(c2ccccn2)C(C)c2ccco2)cc1 (centres undefined) | i | i
O=C(Nc1ccc(-c2nc3ccccc3o2)cc1)c1cccnc1 | i | i
O=C1CN(C(=O)C2CCC(=O)N(CCc3ccc(Cl)cc3)C2)CCN1 (centres undefined) | i | i
COc1ccc(C(=O)C2CCCN(C(=O)CCNC(C)=O)C2)cc1OC (centres undefined) | i | i
COCC(C)NC(=O)c1ccc2c(c1)S(=O)(=O)c1ccccc1C2=O (centres undefined) | i | i
CC(=O)Nc1ccc(SC[C@H](CC(C)C)N2CCN(CC(C)C)CCC2=O)cc1 | i | i
COc1ccc(CNc2nc3ccccc3n2Cc2ccc(Cl)cc2)cc1OC | i | i
Cc1cc2nnc(SCC(=O)N3C(C)CCCC3C)n2c(N)n1 (centres undefined) | i | i
Cc1nc(N=C(N)N)nc2c(C)cccc12 | i | 7.1*
CC(C)(C)Cn1c(=O)[nH]c(=O)c2cc([N+](=O)[O-])cnc21 | i | i
COCCn1c(SC2CCCCC2=O)nnc1-c1ccncc1 (centres undefined) | i | i
CC(C)[C@H]1C(=O)Nc2ccccc2N1C(=O)N[C@@H](Cc1ccccc1)C(=O)N[C@@H](C(=O)O)c1ccccc1 | i | i
CCn1c(=O)n(CC(=O)NCC2CCCO2)c(=O)c2c3c(sc21)COC(C)(C)C3 (centres undefined) | i | i
CCOC(=O)CC(C)(C)/C(C)=N/Nc1ccc([N+](=O)[O-])cc1[N+](=O)[O-] | i | i
CCc1ccc(C(=O)NNC(=O)CC2OC(=O)c3ccccc32)cc1 (centres undefined) | i | i
COC(=O)c1ccc(C(=O)NC2CCCc3c2cnn3-c2ccccc2F)nc1 (centres undefined) | i | i
O=C(C1=C[C@@H](c2ccccc2)C[C@@H](OCc2ccc(CO)cc2)O1)N1CCOCC1 | i | i
O=S(=O)(CCc1nc2ccccc2o1)c1ccc(Cl)c(Cl)c1 | i | i
CS(=O)(=O)N1CCN(c2ccccc2NC(=O)c2cc(Br)ccc2Cl)CC1 | i | i
O=C(OCCN1C(=O)c2ccccc2C1=O)C1CCN(S(=O)(=O)c2cccs2)CC1 | i | i
CN(C)S(=O)(=O)c1ccc(N2CCCC2)c(C(=O)NNC(=O)COc2ccccc2F)c1 | i | i
COc1ccc(OCCSc2ncn[nH]2)cc1 | i | i
CCCCC(=O)Nc1cccn2ncnc12 | i | i
CSc1ccccc1C(=O)Nc1nccs1 | i | i
O=[N+]([O-])c1ccc(S(=O)(=O)NCCc2ccncc2)cc1 | i | i
O=C(c1ccc(F)cc1)N1CCN(c2ccc(N3CCOCC3)nn2)CC1 | i | i
O=C(CCCN1C(=O)c2ccccc2C1=O)Nc1ccc(S(=O)(=O)N2CCOCC2)cc1 | i | i
COc1ccc(CCNC(=O)COC(=O)CCC(=O)c2ccc(F)cc2)cc1 | i | i
COc1ccc(Cl)cc1C(=O)N1CCN(c2ccccn2)CC1 | i | i
O=C(CSc1n[nH]c(=O)n1Cc1ccco1)Nc1ccccc1 | i | i
Cc1cc(C(=O)CSc2nc3ccccc3[nH]2)c(C)n1CC1CCCO1 (centres undefined) | i | i
CN(Cc1ccccc1)Cc1nc2c(c(=O)n(C)c(=O)n2C)n1CCCc1ccccc1 | i | i
CNC(=S)N1N=C2c3ccccc3CCC2C1c1ccccc1Cl (centres undefined) | i | i
O=C(Nc1nc2nccc(-c3ccccc3)n2n1)c1ccccc1 | i | i
COc1ccccc1NC(=O)NN1CCCCC1 | i | i
C=CCn1c(NCc2cc(C)ccc2O)nc2ccccc21 | i | i
Cc1c(C(=O)c2ccccc2)oc2ccc3ccccc3c12 | i | i
CCN(CC)Cc1c(O)ccc2c(-c3ccccc3)cc(=O)oc12 | i | i
Nc1c(-c2ccccc2)c(CSc2nc3ccccc3[nH]2)nn1-c1cccc(C(=O)O)c1 | i | i
COC(=O)[C@H](C)NC(=O)Nc1cc(OC)ccc1OC | i | i
N#Cc1c(-c2ccccc2)cc(-c2ccccc2)nc1SCC(=O)O | i | i
CC(=O)CSc1ncnc2nc[nH]c12 | i | i
CCOC(=O)Cc1cc(=O)n2[nH]c(C)c(-c3ccc(OC)cc3)c2n1 | i | i
CC(NC(=O)CCCc1c[nH]c2ccccc12)c1ccc(F)cc1 (centres undefined) | i | i
COc1cccc(-n2c(SCC(=O)Nc3sc4c(c3C(N)=O)CCC4)nc3ccccc3c2=O)c1 | i | i
O=C(COc1ccccc1Cl)Nc1cccc(S(=O)(=O)NC2=NCCCCC2)c1 | i | i
Cc1ccc(-c2nc(CS(=O)(=O)CC(=O)NC3CCCCCC3)c(C)o2)cc1 | i | i
CCOC(=O)COc1ccc2c(=O)c(-c3ccccc3)coc2c1 | i | i
N/C(=N\OC(=O)CCC1CCCC1)c1ccc(Cl)cc1 | i | i
Cc1ccc(C(=O)Nn2cnnc2)c(Cl)c1 | i | i
Cn1nnc(NC(=O)c2ccco2)n1 | i | i
COc1ccc2[nH]cc(CCNC(=O)C3CC(=O)N(c4ccc(Cl)cc4)C3)c2c1 (centres undefined) | i | i

Next results follow.
SMILES | CHT block | CHT allo act
O=C1CCN(Cc2ccc([N+](=O)[O-])cc2)CCN1CCO | i | i
COc1ccccc1C(CNC(=O)COc1cc(C)ccc1Cl)N1CCCC1 (centres undefined) | i | i
Cc1ccn2c(=O)nc(SCC(=O)N3CCCC3)nc2c1 | i | i
Nc1nnc(-c2ccc(Cl)c([N+](=O)[O-])c2)s1 | i | i
C/C(=N/N1CCN(Cc2ccccc2)CC1)c1ccc(Br)cc1 | i | i
Cc1oc2c(CN3CCCCC3)c(O)ccc2c(=O)c1-c1ccc(Br)cc1 | i | i
